# UDG counter = counter-screen for AID inhibitors: uracil-DNA glycosylase inhibition; hit rate 0.14% among 91,000; FRET deamination/UDG coupled assay, UDG read, 4 h; Potency, µM (highest dose often 115 µM), for the others: at the highest dose activity change, negative = inhibition, hits mostly inhibitors; also: nearly all actives have a fitted effect of over 65% in size
# AID inh = activation induced cytidine deaminase inhibition | AID deamination FRET fluorescence, UDG-coupled, 4 h | hit rate 0.32% among 91,000 | Q9GZX7 | AID 1347428 | Potency, µM (titrated, usually from 115 µM), for inactives: at the highest dose activity change, negative = inhibition, most hits filed as inhibitors; also: nearly all actives have a fitted effect of over 25% in size
# Target sequence (Q9GZX7 whole entry, looked up): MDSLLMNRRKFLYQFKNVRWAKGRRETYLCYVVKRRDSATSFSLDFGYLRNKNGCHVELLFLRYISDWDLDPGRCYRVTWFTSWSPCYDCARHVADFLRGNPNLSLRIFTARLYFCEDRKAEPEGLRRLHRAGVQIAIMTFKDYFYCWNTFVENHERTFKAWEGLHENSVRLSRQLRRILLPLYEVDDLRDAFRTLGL
# * marks the source's active call; other numbers are inactive results; ? = inconclusive; [ ] = remark or other dose. Calls follow the shape of the dose curve; as a rule, active = well fitted curve in the direction sought with a large enough effect; inconclusive = small, poorly fitted or top-dose-only effect, or another doubt; inactive = no such curve, though single readings can be large; an effect the other way counts as inactive or inconclusive. % is scaled to controls: 0 for no effect and ±100 for the full control effect; potency is read from the fitted curve at half-maximal effect. An excerpt; count on the stated rates, not on these rows.
# Order of results – UDG counter | AID inh
O=c1cc(C(F)(F)F)c2ccc(OS(=O)(=O)c3ccc4c(c3)CCC4)cc2o1
→ -6.7% | -11.2%
CC(C)c1ccc(/C=N/NC(=O)c2ccncc2)cc1
→ 2.2% | -1.3%
Cc1ccc(-c2noc(CCn3c(=O)[nH]c4cc5c(cc4c3=O)OCO5)n2)cc1
→ 14.0% | -10.1%
Oc1ccc(-c2nc(-c3ccc(Br)cc3)no2)cc1
→ -0.7% | -11.0%
Cc1noc2ncnc(N3CCCC(C(=O)Nc4cccc(C(F)(F)F)c4)C3)c12 (stereo not given)
→ -5.5% | -4.8%
CCOc1ccccc1NC(=O)Cc1c(C)[nH]n(-c2nc(-c3ccc(Cl)cc3)cs2)c1=O
→ -16.5% | -24.5%
COc1ccc(CNC(=O)Cc2c(C)c3cc4c(C)coc4c(C)c3oc2=O)cc1OC
→ 1.3% | -8.7%
Cc1cccc(NC(=O)Cn2c(=O)n(CCCCCC(=O)NCc3ccccc3)c(=O)c3sccc32)c1
→ 13.6% | 18.0%
COc1ccccc1NC(=O)C1=C(C)Nc2c(C(=O)Nc3cccc(C)c3)cnn2C1c1ccccc1C (stereo not given)
→ -2.3% | -25.2%
COc1ccc(NC(=O)C(=O)Nc2ccc3nc4n(c(=O)c3c2)CCCCC4)c(OC)c1
→ -10.5%[57.5 µM] | 3.9%
CC(=O)c1ccc(C(=O)N2CC=C(c3ccccc3)CC2)s1
→ -5.3% | 1.7%
O=C(O)/C=C/c1ccccc1Br
→ 5.1% | 10.2%
Cc1cccc(NC(=O)CCS(=O)(=O)c2ccc3c(c2)n(C)c(=O)c(=O)n3C)c1C
→ 1.0% | 0.4%
COc1ccc(S(=O)(=O)c2c(SC)nn(CC(=O)Nc3ccc(C)c(Cl)c3)c2N)cc1
→ ? | ?
O=C(CCc1cccs1)NC1CCCC1
→ -5.4% | -1.4%
COc1ccccc1/C=C/c1nc(C#N)c(N(C)C)o1
→ 2.5% | 0.9%
Cc1ccc(-n2ncc(C(=O)NCCN3CCN(C)CC3)c2C2CCN(C(=O)OC(C)(C)C)CC2)cc1C
→ ? | 4.3%
COc1ccc(CNC(=O)c2nc(SC(C)C)ncc2Cl)cc1
→ ? | 9.4%
CCOc1ccc(NC(=O)CCNS(=O)(=O)c2cccc3nsnc23)cc1
→ -0.9% | -7.6%
Cc1ccc2c(=O)cc(C(=O)NCCc3nc(-c4ccccc4)no3)oc2c1
→ 3.6% | -6.0%
Cc1[nH]c(C=O)c(C)c1C#N
→ -7.5% | -1.6%
Cc1ccc(-c2cc(C(F)(F)F)c(C#N)c(SCC(=O)O)n2)cc1
→ -16.2%[57.5 µM] | -14.9%[57.5 µM]
COc1cc(OC)cc(C(=O)Nc2cc(-c3nc4cc(Cl)ccc4o3)ccc2Cl)c1
→ 11.9% | 71.5%[activator]
O=C(NC1CCN(Cc2ccc(Cl)cc2)CC1)c1ccc2nc(Cl)ccc2c1
→ -1.6% | -4.3%
Cc1nc2cccnc2n1-c1cccc(C(=O)N2CCN(c3cccc(Cl)c3)CC2)c1
→ 2.2% | -16.1%
COc1cc(C(=O)N2CCc3c([nH]c4ccccc34)C2c2ccc(F)cc2)cc(OC)c1OC (stereo not given)
→ -12.1%[57.5 µM] | ?
O=C(Nc1nc(-c2ccncc2)cs1)c1cccc(S(=O)(=O)N2CCOCC2)c1
→ 0.6% | -0.7%
O=S1(=O)CCN(C2CCCCC2)c2c(F)nc(N3CCOCC3)c(F)c21
→ -3.2% | -5.8%
Cc1cccc(C)c1NC(=O)NCCCN1CCN(c2ccccc2)CC1
→ -13.5% | 7.5%
O=C(C1CCN(S(=O)(=O)Cc2ccccc2)CC1)N1CCN(c2cccc(Cl)c2)CC1
→ 35.3%[activator] | 0.2%
CNC(=O)c1ccc(NC(=O)CC2(C(=O)O)CCCCC2)cc1
→ -8.3% | -3.1%
CC(=O)c1ccc(NC(=O)C2CCC(CNS(=O)(=O)c3cccc4nsnc34)CC2)cc1 (stereo not given)
→ 15.4%[57.5 µM] | 4.7%[57.5 µM]
Cc1nnc(N2CCCC(C(=O)NCCc3ccc(Cl)cc3)C2)c2nn(-c3ccccc3)c(C)c12 (stereo not given)
→ 1.3% | ?
O=C(C1CCC1)N1CCCc2cc(S(=O)(=O)Nc3ccc(F)cc3)ccc21
→ -11.3% | -0.8%
CCc1ccc(NC(=O)CSc2nc3c(c(=O)[nH]2)CN(Cc2ccc(C)cc2)CC3)cc1
→ -10.8% | ?
Cc1ccc(C)c(Nc2nc(N3CCOCC3)nc3nccnc23)c1
→ 0.8% | -5.7%
CC(C)OCCCNC(=O)CCCn1c(SCC(=O)c2ccc(Br)cc2)nc2c(sc3ccccc32)c1=O
→ 5.6%[57.5 µM] | -9.4%
Cc1cc(C)c2c(=O)cc(CSc3n[nH]c(C)n3)[nH]c2c1
→ -11.2%[57.5 µM] | -4.2%
Cc1ccc(CNC(=O)c2c(C)oc3ncnc(N4CCOCC4)c23)cc1
→ -9.6% | -24.8%
CCC(C)n1cc(/C=C2\NC(=O)N(CC)C2=O)c2ccccc21 (stereo not given)
→ -1.0% | 0.5%
Cc1nn(CCC(=O)N2CCN(c3ccccc3F)CC2)c(C)c1S(=O)(=O)N1CCCC1
→ -8.1% | 10.9%
CN[C@H](CC(=O)O)C(=O)O
→ 6.6% | 1.2%
COC(=O)C(C)NC(=O)C12CC3CC(CC(Br)(C3)C1)C2 (stereo not given)
→ -4.0% | -4.9%
CCOCCCNC(=O)Cn1ncc2c([nH]c3ccccc32)c1=O
→ -9.2%[57.5 µM] | 4.7%
Cc1ccc(C)c(OCc2nc3ccccc3n2C)c1
→ 0.2% | -5.7%
CC(=O)c1cccc(NC(=O)c2nc3ccccc3n(C)c2=O)c1
→ 5.6% | 77.0%[activator]
Cc1cc(N2CCN(c3ccccc3F)CC2)n2cnnc2n1
→ 4.4% | -1.9%
COc1ccccc1OCC(=O)N1CCC(c2nc3ccccc3o2)CC1
→ -2.9%[57.5 µM] | -16.6%
CC(C)NC[C@H](O)COc1ccc(CC(N)=O)cc1
→ 8.8% | 4.2%
O=S(=O)(c1ccc(Cl)c2ccccc12)N1CCCC1
→ -2.6% | -8.3%
COc1ccc(NC(=O)NCC2CCN(Cc3ccccc3F)CC2)c(OC)c1
→ -9.8% | -16.0%
COc1ccc(CNC(=O)CSc2ncc3c(n2)-c2ccc(Cl)cc2N(Cc2ccccc2)S3(=O)=O)cc1
→ -17.1% | 103.7%[activator]
Cc1ccc(NC(=O)c2cc(-c3ccc(Br)s3)nc3ccccc23)cc1F
→ 1.5% | 6.3%
Cc1ccc(Cn2c(Sc3ccc(C)cc3)nc3c2c(=O)[nH]c(=O)n3C)cc1
→ -0.6% | 4.4%
CCOc1ccc(CNC(=O)c2cc(=O)[nH]c3ccc(S(=O)(=O)N4CCCC4)cc23)cc1
→ 0.1% | 4.7%
Cc1cccc(OCC(=O)Nc2cc(-c3nn(C)c(=O)c4ccccc34)ccc2N2CCOCC2)c1
→ 89.1µM* | ?
Cc1cccc(-c2nnc(SCC(=O)NC3CCCCC3)o2)c1
→ -3.2% | 7.9%
Cc1c(C)c2ccc(OCC(=O)NCCCn3ccnc3)c(C)c2oc1=O
→ -2.1% | -9.0%
O=C(O)c1ccc2nc(-c3ccc(-c4ccccc4)cc3)c(-c3ccc(-c4ccccc4)cc3)nc2c1
→ -15.5% | ?
CCCCn1c(=O)[nH]c(=O)c2c1nc(CN1CCN(S(=O)(=O)c3ccccc3)CC1)n2CC
→ 4.4% | -3.2%

# Quoted at random: 5 compounds from above, in no set order.
# Order of results – UDG counter | AID inh
CC(C)NC[C@H](O)COc1ccc(CC(N)=O)cc1
→ 8.8% | 4.2%
Cc1cc(N2CCN(c3ccccc3F)CC2)n2cnnc2n1
→ 4.4% | -1.9%
CCOc1ccc(CNC(=O)c2cc(=O)[nH]c3ccc(S(=O)(=O)N4CCCC4)cc23)cc1
→ 0.1% | 4.7%
Cc1cccc(OCC(=O)Nc2cc(-c3nn(C)c(=O)c4ccccc34)ccc2N2CCOCC2)c1
→ 89.1µM* | ?
Cc1c(C)c2ccc(OCC(=O)NCCCn3ccnc3)c(C)c2oc1=O
→ -2.1% | -9.0%

# (listing goes on)
# Order of results – UDG counter | AID inh
Cc1oc2cc(OCC(=O)NCCCOC(C)C)ccc2c(=O)c1-c1ccccc1
→ ? | -12.6%
Cc1ccc2c(CC(=O)Nc3ccc(S(=O)(=O)N4CCC(C)CC4)cc3)coc2c1
→ -21.2% | ?
COc1ccc(-c2c(C)oc3cc(OCC(=O)OC(C)(C)C)ccc3c2=O)cc1
→ -5.9% | -12.4%
COc1cc(C2c3c(n[nH]c3C)C(=O)N2c2ccc(C)cc2)ccc1O (stereo not given)
→ -0.6% | -5.0%
CCc1cc2c(cc3c(=O)n(CC(=O)N4CCCCC4)nc(CC)n32)s1
→ -3.4% | -11.1%
Cn1c(=O)n(C)c2cc(N3CCOCC3)c(NC(=O)c3ccc(C(C)(C)C)cc3)cc21
→ ? | 73.8%[activator]
Cc1cc(S(=O)(=O)N(C)C)cc(NS(=O)(=O)c2cccc(Cl)c2Cl)c1C
→ 3.0% | -3.2%
COC(=O)c1c(-c2ccc(Cl)cc2)noc1N1CCN(c2cccc(C(F)(F)F)c2)CC1
→ 3.4% | -15.0%
COc1ccc(CNC(=O)CCS(=O)(=O)c2ccc3c(c2)oc(=O)n3C)cc1
→ 3.1%[57.5 µM] | 10.6%[57.5 µM]
COc1cc(/C=C(/C#N)c2ccc(C(F)(F)F)cn2)cc(OC)c1
→ -3.6% | -1.5%
Cc1ccccc1CNC(=O)C(=O)NCC(c1ccco1)S(=O)(=O)c1cccs1 (stereo not given)
→ 39.0%[activator] | 9.7%
COc1ccccc1NC(=O)C1=C(C)Nc2ncnn2C1c1sccc1C (stereo not given)
→ 4.6% | 22.3%
CCn1cnc2c1c(=O)n(CC(=O)Nc1ccc3c(c1)OCCO3)c(=O)n2Cc1ccccc1
→ -16.7% | -2.2%
CC(=O)Nc1ccccc1-c1nc2ccccc2n(CC(=O)c2ccc(Br)cc2)c1=O
→ 0.0% | -24.2%
O=C(Cn1cc(C(=O)C2CCCCC2)c2ccccc21)Nc1ccccc1Cl
→ 3.7% | -6.8%
Cn1c(SCC(=O)NCc2ccco2)nnc1-c1ccc2c(c1)OCCO2
→ 2.2% | -1.2%
Cc1ccc(-n2c(SCC(=O)Nc3ccc(F)c(Cl)c3)nc3c(=O)[nH]cnc32)cc1
→ 4.9% | 4.4%
COc1cc2c(cc1OC)/C(=C/S(=O)(=O)c1cccc(C)c1)NCC2
→ 6.7% | 26.7%
CCc1ccccc1NC(=O)c1nc(-c2ccncc2)no1
→ 5.0% | -7.6%
COC(=O)C(C)Oc1ccc2c(-c3ccccc3)cc(=O)oc2c1 (stereo not given)
→ 13.2% | 4.2%
CC1CCC(NC(=O)c2ccc3ccccc3n2)CC1 (stereo not given)
→ -0.8% | -8.3%
CC1CCc2nc3ccccc3c(C(=O)NC3CCCCCC3)c2C1 (stereo not given)
→ 2.0% | -10.1%
CCOc1ccccc1NC(=O)Nc1ccccc1OCc1cc(=O)n2ccccc2n1
→ -2.5% | -1.1%
Cc1ccc(-c2cnc(CCC(=O)NCCN3CCOCC3)o2)cc1C
→ -4.8% | -4.0%
Cc1[nH]n(-c2nc(-c3ccccc3)cs2)c(=O)c1CC(=O)Nc1cccc(Cl)c1
→ -7.9% | -2.8%
Cc1cn2c3c(=O)[nH]c(=O)n(C)c3nc2n1CCN1CCN(Cc2ccc(F)cc2)CC1
→ 1.9% | -4.5%
Cc1ccc(C(=O)c2sc(Nc3ccc(F)cc3)c(C#N)c2N)cc1
→ 5.0% | 33.2%[activator]
COc1ccc(C)cc1NC(=O)CC1NCCNC1=O (stereo not given)
→ -1.5%[57.5 µM] | -1.3%[57.5 µM]
Cc1ccc(Sc2csc(-c3ccccc3)n2)cc1
→ -1.8% | -14.3%
CCOC(=O)c1oc2ccccc2c1Cn1cc(C(F)(F)F)ccc1=O
→ -0.5% | -3.5%
Cc1ccc2oc(C(=O)NCC(c3cccs3)N3CCCCC3)cc(=O)c2c1 (stereo not given)
→ -2.1% | -2.7%
Cc1cn2c(=O)cc(COc3cccc(NC(=O)c4ccccc4C)c3)nc2s1
→ -4.8% | 13.3%
CCOC(=O)C1CCN(C(c2ccccc2)c2c(O)cc(C)n(Cc3ccco3)c2=O)CC1 (stereo not given)
→ 63.5%[activator] | 0.9%
O=C(Cn1nc(-c2ccc(Cl)cc2)c2ccccc2c1=O)Nc1cccc(Br)c1
→ 53.7%[activator] | 7.8%
CCN1CCN(c2nc(-c3ccccc3)nc3cc(OC)c(OC)cc23)CC1
→ -3.4% | -20.0%
O=C1CCSC2(C(=O)N(Cc3ccc(F)cc3)c3ccccc32)N1c1ccc(F)c(F)c1 (stereo not given)
→ 34.2%[activator] | ?
CCOC(=O)c1oc2ccc(S(=O)(=O)n3nc(-c4cc(OCC)c(OCC)c(OCC)c4)cc3N)cc2c1C
→ ? | -26.6%
CCc1ccc(NC(=O)CSc2nnc(CC)c(CC)n2)cc1
→ 39.2%[activator] | -22.9%
Cc1ccc(CN(C(=O)COc2ccccc2[N+](=O)[O-])c2ccccn2)o1
→ 32.5%[activator] | 10.1%
O=C(NCCc1ccccc1)c1ccc(Cn2c(=O)c3cccn3c3cccnc32)cc1
→ 2.8% | 10.4%
CCN1CCN(C(c2ccc(F)cc2)c2c(O)cc(C)n(CCOC)c2=O)CC1 (stereo not given)
→ 17.7% | 0.7%
CCOC(=O)c1cccc(NS(=O)(=O)c2cc(-c3nn(C)c(=O)c4c3CCCC4)ccc2CC)c1
→ -9.1% | -24.4%
CC(C)c1cc(C=O)c(O)c(C=O)c1
→ -2.4% | -27.9%
CCOc1ccccc1C1CC(=O)Oc2c1c(=O)n(C)c1ccccc21 (stereo not given)
→ 44.7%[activator] | 12.9%

# Source: PubChem BioAssay (National Center for Advancing Translational Sciences (NCATS))
